PAX8 inh HTS – lowers PAX8-driven luciferase in RMG-I cells; hit rate 1.2% among 360,000; RMG-I TPO-luciferase reporter, SteadyGlo, 24 h; inhibition, % at 12.6 µM;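 active = mean replicate inhibition at least 60% with every replicate also reaching 60%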;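 also: luciferase light reporting Pax8 driven TPO promoter activity; plate controls were median of neutral control wells for no effect and mitoxantrone controls for full effect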
EWS-Fli block – blocks EWS/Fli oncoprotein-driven transcription. A673 NR0B1-luciferase reporter, viability-normalised. inhibition, % at 12.6 µM. hit rate 0.67% among 350,000;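 active = mean inhibition of at least 50% after viability correction, with every replicate also passing that limit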;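 also: firefly luciferase signal divided by Alamar Blue viability fluorescence both relative to DMSO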
PGC1a acetyl inh – lowers PGC1a acetylation signal in U2OS cells. AlphaScreen anti-acetyl-lysine; with virally co-expressed GCN5 acetyltransferase. inhibition, % at 15.6 µM. hit rate 0.17% among 350,000. AID 651687;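 active = every replicate shows inhibition of at least 40%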;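 also: 0% = neutral control wells and 100% = positive control wells; some results beyond the cut were filed as inactive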
PglD DTNB – PglD (C. jejuni) enzyme inhibition. purified PglD enzyme, DTNB colorimetric CoA detection. inhibition, % at 12.5 µM. hit rate 0.098% among 360,000; in the data active = inhibition above about 16%, passing the limit was not always enough; also: strong numbers were not always called active
ERAP1 inh – inhibitors of human ERAP1 aminopeptidase; recombinant ERAP1, Leu-AMC fluorescence, 60 min; inhibition, % at 10.7 µM; hit rate 0.15% among 340,000; AID 652197;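 active = mean replicate inhibition of at least 30%, or all replicates individually reaching that 30% level; inactive = mean below 30% and not every replicate reaching it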;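 also: 0% = neutral control wells and 100% = L-leucinethiol positive control wells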
Target sequence (Q9NZ08 whole entry, looked up): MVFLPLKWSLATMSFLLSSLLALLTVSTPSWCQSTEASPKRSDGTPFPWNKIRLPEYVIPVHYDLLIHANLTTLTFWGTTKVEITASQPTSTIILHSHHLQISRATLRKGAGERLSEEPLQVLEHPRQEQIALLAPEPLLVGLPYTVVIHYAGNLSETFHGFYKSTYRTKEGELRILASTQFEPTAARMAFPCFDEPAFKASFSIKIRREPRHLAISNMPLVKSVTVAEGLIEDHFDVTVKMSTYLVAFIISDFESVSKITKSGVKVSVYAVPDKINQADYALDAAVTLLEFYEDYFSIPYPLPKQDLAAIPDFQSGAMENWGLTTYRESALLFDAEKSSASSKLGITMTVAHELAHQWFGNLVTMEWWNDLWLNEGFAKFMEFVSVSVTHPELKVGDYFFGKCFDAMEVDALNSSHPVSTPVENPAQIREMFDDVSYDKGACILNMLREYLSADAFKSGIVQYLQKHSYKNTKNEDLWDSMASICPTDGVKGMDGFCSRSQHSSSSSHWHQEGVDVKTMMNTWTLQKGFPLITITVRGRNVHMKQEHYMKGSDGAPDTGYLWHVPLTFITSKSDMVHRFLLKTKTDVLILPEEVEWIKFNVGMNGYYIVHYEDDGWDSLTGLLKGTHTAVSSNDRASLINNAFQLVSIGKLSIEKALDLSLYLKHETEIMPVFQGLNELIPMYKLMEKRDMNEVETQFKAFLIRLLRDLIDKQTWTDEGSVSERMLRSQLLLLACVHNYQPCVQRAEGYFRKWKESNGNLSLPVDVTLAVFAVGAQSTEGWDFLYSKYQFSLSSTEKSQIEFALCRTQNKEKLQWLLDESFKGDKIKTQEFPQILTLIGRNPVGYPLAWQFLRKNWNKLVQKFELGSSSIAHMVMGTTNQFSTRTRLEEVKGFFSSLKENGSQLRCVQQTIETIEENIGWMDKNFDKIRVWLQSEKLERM
LGR2 antag – blocks bursicon-induced cAMP signaling via Drosophila LGR2; HEK293 LGR2, CRE-luciferase, bursicon-stimulated, 4 h; inhibition, % at 9.99 µM; hit rate 0.35% among 380,000; AID 720647;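 active = drop in luminescence signal, shown as inhibition above about 50% in the replicate tests, limit read from the data, passing the limit was not always enough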;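 also: agonist challenge used bursicon conditioned medium at about half maximal strength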
FN deposition inh – fibronectin deposition inhibition | AH1F fibroblasts, Alexa488-fibronectin deposition fluorescence, overnight | inhibition, % at 12.6 µM | hit rate 0.086% among 350,000;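 active = mean inhibition across replicates of 30% or more, regardless of how many single replicates reach that level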;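 also: positive control wells lacked labelled fibronectin entirely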
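test system = AH1F fibroblasts assembling fluorescent fibronectin matrix | quantity = 10000 AH1F cells per well | buffer or medium = DMEM plus 2% serum, read in PBS | doses = single dose, pinned | incubation = 1 h cell attachment, overnight exposure to compound and label | detection = fluorescence at 485 nm excitation, 525 nm emission | read-out basis = inhibition from reduced deposited-fibronectin fluorescence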
S100A4 inh HTS – S100A4-myosin IIA interaction inhibition | S100A4/TAMRA-MyoIIA peptide fluorescence polarization | inhibition, % at 10.7 µM | hit rate 0.14% among 360,000;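 active = mean inhibition of at least 70% across replicates, with every replicate also reaching that level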
Target sequence (P26447 whole entry, looked up): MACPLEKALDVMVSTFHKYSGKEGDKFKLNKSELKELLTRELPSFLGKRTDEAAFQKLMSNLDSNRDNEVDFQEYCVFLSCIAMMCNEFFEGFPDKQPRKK
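Test system – S100A4 monomer (human) · Compound – single-point compound testing · Schedule – 5 min incubation before reading · Probe or stimulus – TAMRA-labelled myosin IIA heavy-chain peptide probe, 5 nM · Benchmarks – neutral control DMSO, positive control TFP · Medium – Calcium-containing HEPES buffer, pH 7.2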
Active calls of the source: *; x = no result given; & = joins results of further samples.

Under each structure: PAX8 inh HTS, EWS-Fli block, PGC1a acetyl inh, PglD DTNB, ERAP1 inh, LGR2 antag, FN deposition inh, S100A4 inh HTS
CC1(c2ccc(F)cc2)OC(=O)c2c1ccc1ccccc21 (stereo not given)
  -3, 0, 6, 0, 0, 6, -2, -4
Cc1ccc(-n2ncc3c(NNC(=O)c4cccs4)ncnc32)cc1
  -18, -5, x, x, 0, -9, x, -1
Cc1ccc(S(=O)(=O)NC2=NCN(Cc3cccnc3)CN2)cc1
  x, x, x, 0, 0, 13, x, 0
Cc1ccc([N+](=O)[O-])cc1NC(=S)NC(=O)c1ccco1
  8, x, 6, -4, x, -3, -2, x
Cc1ccccc1-c1cnc2c(c1)C(=O)N([C@H](C)CO)C[C@H](C)[C@@H](CN(C)C(=O)c1ccncc1)O2
  x, 0, 4, -2, 0, 12, x, -10
Cc1nc2ccc(C(=O)NCc3ccc4c(c3)OCO4)cc2s1
  -28, -6, x, x, -3, 8, 1, -1
Cc1ccc(CCNC(=O)c2cc(-c3ccncc3)nc3ccc(S(=O)(=O)N4CCOCC4)cc23)cc1
  -52, 5, 7, -2, 1, -10, -9, 148*
CCCn1c(N)c(C(=O)COC(=O)CCS(=O)(=O)c2ccc(C)cc2)c(=O)[nH]c1=O
  16, x, x, -5, -2, 2, 3, -3
C[C@H](CO)N1C[C@H](C)[C@@H](CN(C)S(=O)(=O)c2ccc(Cl)cc2)OCCCC[C@H](C)Oc2ccc(NC(=O)C3CCCCC3)cc2C1=O
  8, 5, 5, -3, -4, -10, 10, -9
COc1ccc(C(=O)NCC(=O)N/N=C/c2c(C)[nH]c3ccccc23)cc1OC
  16, 2, x, x, 3, -9, 5, -13
CCn1c(O)c(N=NC(=O)CNc2cccc(C)c2)c2ccccc21
  4, 15, x, x, 3, 11, 12, -3
C[C@@H]1CCCCO[C@H](CN(C)C(=O)Nc2ccc(F)cc2)[C@@H](C)CN([C@@H](C)CO)C(=O)c2cc(NS(=O)(=O)c3ccccc3)ccc2O1
  14, 7, -11, -5, -4, 25, x, -15
CCOC(=O)C1CCCN(C(=O)c2cc3cc(Br)ccc3oc2=O)C1 (stereo not given)
  -8, 6, -3, x, -4, 12, x, 3
COc1cc(Br)c(CC(=O)NNC(=O)c2ccc(F)cc2)cc1OC
  -13, -5, -11, 4, -2, 27, 5, 0
CN1CCN(c2ncnc3sc(-c4ccccc4)cc23)CC1
  14, 5, 15, x, 5, 4, -2, 3
CC(=O)N1CCN(S(=O)(=O)c2ccc(C)cc2)C1c1ccc(N(C)C)cc1 (stereo not given)
  5, x, -25, -2, x, x, -1, x
CN1CCN(C(CNS(=O)(=O)c2ccc(Br)cc2)c2ccc3c(c2)OCO3)CC1 (stereo not given)
  -1, 1, -3, 2, 4, -4, 3, -13
CCC(C)C1(C2CCCC2)NC(=O)NC1=O (stereo not given)
  -2, -10, 3, 2, 4, -13, 2, -34
CC1(C)NC(=O)N(CCCOc2ccccc2Br)C1=O
  -40, x, -1, 2, x, x, -5, x
O=c1c(CO)cc(CO)cc(CO)c1O
  5, 3, -6, x, -1, 7, 1, 2

Reformatted: results already given
CC1(C)NC(=O)N(CCCOc2ccccc2Br)C1=O
- PAX8 inh HTS = -40
- EWS-Fli block = x
- PGC1a acetyl inh = -1
- PglD DTNB = 2
- ERAP1 inh = x
- LGR2 antag = x
- FN deposition inh = -5
- S100A4 inh HTS = x

Cc1ccccc1-c1cnc2c(c1)C(=O)N([C@H](C)CO)C[C@H](C)[C@@H](CN(C)C(=O)c1ccncc1)O2
- PAX8 inh HTS = x
- EWS-Fli block = 0
- PGC1a acetyl inh = 4
- PglD DTNB = -2
- ERAP1 inh = 0
- LGR2 antag = 12
- FN deposition inh = x
- S100A4 inh HTS = -10

O=c1c(CO)cc(CO)cc(CO)c1O
- PAX8 inh HTS = 5
- EWS-Fli block = 3
- PGC1a acetyl inh = -6
- PglD DTNB = x
- ERAP1 inh = -1
- LGR2 antag = 7
- FN deposition inh = 1
- S100A4 inh HTS = 2

COc1ccc(C(=O)NCC(=O)N/N=C/c2c(C)[nH]c3ccccc23)cc1OC
- PAX8 inh HTS = 16
- EWS-Fli block = 2
- PGC1a acetyl inh = x
- PglD DTNB = x
- ERAP1 inh = 3
- LGR2 antag = -9
- FN deposition inh = 5
- S100A4 inh HTS = -13

(continued)
Under each structure: PAX8 inh HTS, EWS-Fli block, PGC1a acetyl inh, PglD DTNB, ERAP1 inh, LGR2 antag, FN deposition inh, S100A4 inh HTS
CCOCCCn1c(=S)[nH]c2cc(C(=O)NCCN(CC)CC)ccc2c1=O
  -3, x, 7, 3, 6, -1, 5, 0
O=C(CNc1cc(S(=O)(=O)N2CCCC2)ccc1OCC(F)(F)F)Nc1ccc(SC(F)F)cc1
  5, 13, -4, -6, 1, 14, -3, -9
CCOC(=O)c1sc(Nc2nc(C)cc(C)n2)nc1C
  33, 54*, x, x, -1, 5, -11, 9
CCCc1cc(=O)oc2cc(C)cc(OCC(=O)N3CCC(C(=O)O)CC3)c12
  x, -5, 17, 4, 8, 3, x, 0
COc1ccc(-c2nc3ccc(Cl)cn3c2Cc2cccc(Cl)c2)cc1OC
  -9, -8, 10, 2, -2, -24, 3, -10
COc1cc(C(=O)N(c2ccc(C)c(C)c2)C2C=CS(=O)(=O)C2)cc(OC)c1OC (stereo not given)
  11, 16, 2, x, 6, -17, -5, -9
C[C@@H]1CN([C@H](C)CO)C(=O)c2cc(NC(=O)C3CCCCC3)ccc2O[C@@H](C)CCCCO[C@H]1CN(C)S(=O)(=O)c1ccc(Cl)cc1
  49, 8, 3, -1, 1, -5, 8, -5
COC(=O)c1ccc(/C=N\NC(=O)CC(=O)NCCc2ccccc2)cc1
  13, 7, x, -1, 5, 2, 17, 1
CC(=O)N1[C@@H]2Cn3c(ccc(C4=CCCC4)c3=O)[C@H]1[C@@H](C(=O)N[C@H](C)c1ccccc1)[C@@H]2CO
  x, -1, x, -3, 1, -12, x, -16
O=C(CNC(=O)c1cccnc1)N/N=C/c1cc(Br)c(O)c(Br)c1
  21, 5, 8, 1, 0, -7, 4, 0
O=C(CCc1nnc(Cc2c[nH]c3ccccc23)o1)NCCC1CCCCO1 (stereo not given)
  -5, -4, -10, 3, 0, 11, -2, 3
Oc1cccc(C(O)CNCc2ccc(OCc3ccc(Cl)cc3Cl)cc2)c1 (stereo not given)
  -8, 9, -4, x, -3, -10, 1, -24
COC(=O)C1=C(C)NC(=O)CC1c1cccc(Cl)c1Cl (stereo not given)
  23, -1, -12, 2, 3, 7, 2, 1
Cc1noc(C)c1NC(=O)Nc1ccc2c(c1)C(=O)N([C@H](C)CO)C[C@@H](C)[C@H](CN(C)Cc1ccncc1)OCCCC[C@H](C)O2
  -3, -9, 6, -3, 1, 16, x, -34
Cc1noc(C)c1COc1ccc(C(=O)NNC(=O)c2ccccc2O)cc1
  17, 2, 5, 1, -3, 6, x, -1
Cc1ccc(C)c(NC(=O)c2ccccc2Sc2ccc([N+](=O)[O-])cc2Cl)c1
  3, 16, x, x, 0, 0, -2, -1
Cc1cc(C)nc(/N=C(\N)Nc2ccc(F)c([N+](=O)[O-])c2)n1
  10, x, -10, -1, x, x, 9, x
CCCCCCCCN1C(=O)[C@H](CC(=O)NCCCOC)C[C@@]2(C(=O)OCC)CCCC=C12
  -1, 8, x, x, 2, x, 2, -4
COc1ccc(OCC(=O)NC(=S)Nc2ccc3c4c(cccc24)CC3)cc1
  -1, 0, 1, -3, 0, 8, x, -4
Cc1ccc(/C=N/NC(=S)N2CCOCC2)cc1
  -86, x, 11, 2, x, -41, -5, x

Following part.
Under each structure: PAX8 inh HTS, EWS-Fli block, PGC1a acetyl inh, PglD DTNB, ERAP1 inh, LGR2 antag, FN deposition inh, S100A4 inh HTS
O=C(NCc1ccccc1)C1CCN(S(=O)(=O)c2ccc(Cl)cc2)CC1
  -13, 1, -2, -5, 6, -25, 4, 1
C/C(=N\Nc1ccc(C(=O)O)cc1)c1ccc(Cl)s1
  -148, -21, x, 5, -1, -6, 4, -2
N#Cc1ccc(OCC(=O)Nc2cccc(S(=O)(=O)NC3=NCCCCC3)c2)cc1
  2, -1, x, x, -2, 2, -6, 4
Cc1cn([C@H]2C[C@H](O)[C@@H](/C=C/C(=O)NCCN3CCCCC3)O2)c(=O)[nH]c1=O
  0, -3, -2, -3, 0, 1, -2, -5
CCCCNCc1cc(OCC)c(OCC)cc1Br
  6, -10, -5, 1, -2, -3, 5, 1
CCCc1cc(=O)n2[nH]c(NCc3ccccc3F)nc2n1
  5, x, -18, -4, x, x, -1, x
C[C@H](CO)N1C[C@H](C)[C@H](CN(C)C(=O)C2CC2)Oc2ncc(C#CC(C)(C)O)cc2C1=O
  x, -4, 6, -3, -2, 10, 0, 8
Cc1ccc(-c2ccc3c(c2)O[C@H](CN(C)C)[C@@H](C)CN([C@H](C)CO)S3(=O)=O)cc1
  23, 5, -18, 7, 2, 11, -12, -4
COc1ccc(S(=O)(=O)N(C)C[C@@H]2Oc3ccc(NS(=O)(=O)c4ccccc4)cc3C(=O)N([C@@H](C)CO)C[C@@H]2C)cc1
  13, -3, -6, -2, x, 2, x, x
CCOc1ccccc1NC(=O)NC1(C(=O)NCC2CCCO2)CCCCC1 (stereo not given)
  11, -4, x, -3, 1, 3, -3, -3
O=C(OCCOc1ccccc1F)c1cc(S(=O)(=O)N2CCOCC2)ccc1F
  -16, 1, 0, 1, 1, -2, 2, 1
CCN(CC1COc2ccccc2O1)C(=S)NC1CC2CCC1C2 (stereo not given)
  -9, 1, 2, x, -3, 24, -6, 5
Cc1nn(C)c(Cl)c1C(=O)NC(C(=O)O)c1ccccc1 (stereo not given)
  -137, 2, 6, 0, -2, 14, 10, 4
COc1ccc(N2CCN(C(=O)c3cccnc3)CC2)c([N+](=O)[O-])c1
  8, -5, -1, -4, 5, 12, 3, 2
COc1ccc(N=C2SCC(=O)N2Cc2ccccc2)cc1
  10, -9, x, x, 2, 8, 7, -2
C[C@H](CO)N1C[C@H](C)[C@@H](CN(C)C(=O)CC2CC2)Oc2cc(C#C[C@@H](C)O)ccc2S1(=O)=O
  x, -2, 4, -1, 0, 11, -25, -4
CCOc1ccc(CC2c3cc(OCC)c(OCC)cc3CCN2C(=O)CN2CCN(C)CC2)cc1OCC (stereo not given)
  8, 3, 2, 9&9, -1, -8, 2, -2&-4
CC(C)Cc1nnc(NC(=O)CCN2C(=O)c3ccccc3C2=O)s1
  9, -8, -3, -8, 2, -21, -7, 0
CC(=O)c1ccc(NC(=O)CC2S/C(=N/N=C3CCCCCC3)NC2=O)cc1 (stereo not given)
  x, 4, 2, -2, 5, -12, -3, -1
C=C(C)CSc1nnc([C@@H]2CCCN2)o1
  7, 3, x, x, x, -15, 11, 0
COc1ccc(S(=O)(=O)N(C)C[C@H]2OCCCC[C@@H](C)Oc3ccc(NC(=O)CCCN(C)C)cc3C(=O)N([C@@H](C)CO)C[C@@H]2C)cc1
  -5, -8, 9, 1, -1, 6, x, 4
CCCOc1cccc(-c2nn(-c3ccccc3)cc2/C=C(\C#N)C(=O)NCCCn2ccnc2)c1
  -6, 3, 5, -6, -2, -8, -1, -5
